RMI-FANCM inh = blocks RMI1/RMI2 complex binding to FANCM MM2 peptide. Fluorescence polarization, RMI core complex with F-MM2 peptide; hits give low values. 0.58% of 70,000 active. AID 1159607. FP signal (polarization) at 33 µM; in the data active means FP signal below about 40; further: inactives centre near 61; strong numbers were not always called active; unit not given here
Numbers without * were called inactive; & = joins results of further samples. Not all compounds are listed; count on the stated rates, not on these rows.

structure,RMI-FANCM inh
CN1CCN(C(CNS(=O)(=O)c2ccc3c(c2)OCCO3)c2ccc3c(c2)CCCN3C)CC1 (stereo unspecified),63&61
Cc1ccc(C2C(C#N)=C(SCC(=O)N3c4ccccc4CC3C)NC3=C2C(=O)CCC3)o1 (stereo unspecified),58
CC(=O)N(CC(=O)O)c1ccccc1,79
O=C(Nc1cccc2ccccc12)NC1(C(F)(F)F)Oc2ccccc2O1,63
Cc1ccc(-n2ncc3c(Cl)ncnc32)c(C)c1,60
Cc1ccc(-c2csc3nc(SCC(=O)NCC4CCCO4)n(-c4ccccc4)c(=O)c23)cc1 (stereo unspecified),75
N#Cc1ccc(CN=C(N)N=C(N)N)cc1,63&55
Cc1ccc(=O)n(Cc2ccc([N+](=O)[O-])cc2)n1,56
COc1cc(NC(=O)/C=C/c2ccccc2Cl)c(OC)cc1Cl,56
NC(=O)CSc1nc2scc(-c3ccccc3)c2c(=O)n1-c1ccccc1,73
CN(C)C=NC(=S)c1ccc(-c2cccs2)s1,55
Cc1cc(C)c2c(n1)sc1c(=O)n(CC(=O)Nc3ccc(C)c(Cl)c3)cnc12,103
Cc1ccc(CNC(=O)C(=O)NCC(c2ccsc2)N(C)C)cc1 (stereo unspecified),65
FC(F)(F)c1cnc(N=CN2CCOCC2)c(Cl)c1,50
CC1CCc2c(sc3nc(SCC(=O)N4CCOCC4)n(-c4ccccc4)c(=O)c23)C1 (stereo unspecified),72

Sorted by SMILES length (descending): part of the list above
structure,RMI-FANCM inh
NC(=O)CSc1nc2scc(-c3ccccc3)c2c(=O)n1-c1ccccc1,73
O=C(Nc1cccc2ccccc12)NC1(C(F)(F)F)Oc2ccccc2O1,63
Cc1ccc(-n2ncc3c(Cl)ncnc32)c(C)c1,60

Next structures.
structure,RMI-FANCM inh
NC[C@H]1O[C@H](OC2[C@@H](N)C[C@@H](N)[C@H](O[C@H]3O[C@H](CO)[C@@H](O)[C@H](N)[C@H]3O)[C@H]2O)[C@H](O)[C@@H](O)[C@@H]1O (stereo partly specified),65
COC(=O)C[C@H]1C(C)(C)C2(O)OC34CC2C(=O)[C@]1(C)C3CC[C@]1(C)C4=CC(=O)O[C@H]1c1ccoc1 (stereo partly specified),57
COc1ccc(OC)c(S(=O)(=O)N2CCCC(c3nnc(CC(C)(C)C)o3)C2)c1 (stereo unspecified),62
CC(C)C(=O)Nc1nc2c(Cl)cc(Cl)cc2s1,70
CN1CCN(Cc2ccc(NC(=O)Nc3ccc4c(c3)OCO4)cc2)CC1,62
N/C(Cc1ccc(-c2csnn2)cc1)=N/OC(=O)C1CC1,55
Nc1ccc(S(=O)(=O)NC(=O)C(C(=O)NS(=O)(=O)c2ccc(N)cc2)C23CC4CC(CC(C4)C2)C3)cc1,63
CCOC(=O)Cc1csc(NC(=O)c2csc(Nc3ccccc3)n2)n1,68
O=C(Cn1cnc2c(sc3cccc(Cl)c32)c1=O)NCc1ccc2c(c1)OCO2,62
S=c1cc(-c2ccccc2)n(Cc2ccco2)c2c1CCCC2,74
CS(=O)(=O)N1CCCC(C(=O)Nc2c(C(N)=O)oc3ccccc23)C1 (stereo unspecified),68
Cc1nc(N)sc1C(=O)N(C)C,60
Oc1c(Cl)cc(Cl)c2cccnc12,59&71
CN1CCOc2ccc(NC(=O)c3ccccc3C(F)(F)F)cc2C1=O,53
CCOc1cc(C(=O)Nc2cc(C)nn2C)cc(OCC)c1OCC,66
COC(=O)c1ccccc1C(=O)N(CCN(C)C)c1nc2c(C)c(Cl)ccc2s1,81
O=C(/C=C/c1ccc([N+](=O)[O-])cc1)N1CCN(CCN2C(=O)c3cccc4cccc(c34)C2=O)CC1,63
O=C(O)CCCc1ccc2ccc3cccc4ccc1c2c34,55
O=C(Nc1nc(-c2ccncc2)cs1)c1cc(-c2cccs2)nc2ccccc12,62
O=C(Cc1ccc(F)cc1)Nc1nnc(-c2cc(Cl)sc2Cl)o1,70
O=C(O)CCC(=O)Nc1nc(-c2ccccc2)cs1,64
CN(C)N=Nc1nc[nH]c1C(N)=O,65&66
COC(=O)C1=C(NC(=O)c2cc3ccccc3oc2=O)CCS1,56
CCc1nnc(-c2cccc(O)c2)o1,66
CC(C)S(=O)(=O)Nc1ccc2c(c1)CN(C(=O)c1ccco1)CC2,70
CCc1nnc(NC(=O)c2nnn(-c3ccccc3)c2C)s1,66
Cc1ccc(OCC(O)NNC(=O)OC(C)(C)C)cc1C (stereo unspecified),58
O=C(c1ccco1)N1CCN(S(=O)(=O)c2cccc(Cl)c2)CC1,56
CCOC(=O)Nc1nc(CC(=O)Nc2ccc(C)c(F)c2)cs1,62
COc1ccc(OC)c2sc(N(CC3CCCO3)C(=O)C3CCCC3)nc12 (stereo unspecified),63
CCOc1ccc(NC(=O)CC2SC(=O)N(CC(=O)c3ccccc3)C2=O)cc1 (stereo unspecified),54
COc1ccccc1-c1nc(C)c2c(C)c(C#N)sc2n1,56
CN1C(=O)c2cccc(NC(=O)c3ccc4c(c3)CCCC4)c2C1=O,60
COc1ccc(Cl)cc1NC(=O)CN1CCN(S(=O)(=O)c2c(C)cc(C)cc2C)CC1,66
O=C(Nc1nc(-c2ccc3c(c2)OCO3)cs1)c1cccc(NS(=O)(=O)c2ccc(F)cc2)c1,53
CC(C)Oc1ccc(C(=O)Nc2nnc(SCC(=O)N3CCCC3)s2)cc1,59
O=C(Nc1ccccc1C(=O)NCCCn1ccnc1)c1ccc([N+](=O)[O-])cc1,58
NC(CN1CCCCC1)=NS(=O)(=O)c1cc(Cl)cc(Cl)c1,59
CCOC(=O)C(CC)Sc1ccc2nnc(-c3ccc(OC)c(OC)c3)n2n1 (stereo unspecified),60
O=C(NCCN1CCN(c2ccc(F)cc2)CC1)c1ccc(F)cc1F,66
O=[N+]([O-])c1ccc(CSc2nnc(COc3ccc4c(c3)OCO4)n2-c2ccccc2)cc1,66
Cn1cccc1C(CNS(=O)(=O)c1cc(F)ccc1F)N1CCCC1 (stereo unspecified),64
O=C(CN1C(=O)S/C(=C\c2ccccc2Cl)C1=O)Nc1ccc(C(=O)O)cc1,59
COc1ccc(S(=O)(=O)NCCN2CCN(c3ccccc3F)CC2)cc1OC,65
COC(=O)c1ccc(NC(=O)Cn2cnc(-c3ccc(C)cc3)cc2=O)cc1,83

Four entries from above, with values ahead of the structure:
RMI-FANCM inh,SMILES
66,O=C(NCCN1CCN(c2ccc(F)cc2)CC1)c1ccc(F)cc1F
66,O=[N+]([O-])c1ccc(CSc2nnc(COc3ccc4c(c3)OCO4)n2-c2ccccc2)cc1
64,Cn1cccc1C(CNS(=O)(=O)c1cc(F)ccc1F)N1CCCC1 (stereo unspecified)
59,O=C(CN1C(=O)S/C(=C\c2ccccc2Cl)C1=O)Nc1ccc(C(=O)O)cc1

Quoted from the results shown, 3 compounds:
structure,RMI-FANCM inh
O=C(CN1C(=O)S/C(=C\c2ccccc2Cl)C1=O)Nc1ccc(C(=O)O)cc1,59
COc1ccc(S(=O)(=O)NCCN2CCN(c3ccccc3F)CC2)cc1OC,65
COC(=O)c1ccc(NC(=O)Cn2cnc(-c3ccc(C)cc3)cc2=O)cc1,83

Going on with the list:
structure,RMI-FANCM inh
O=C(CSCc1nc(-c2ccc(Cl)cc2)cs1)N/N=C\c1cccs1,60
N#Cc1c(NC(=O)CCc2ccc(-c3ccc(Cl)cc3)o2)sc2c1CCCC2,77
O=C(NCc1ccncc1)c1n[nH]c2ccccc12,52
Cc1cc(C)c2c(c1)CC(C)(C)c1nc3cc(C)c(C)cc3nc1-2,55
O=c1ccn(-c2nc(-c3ccccc3)sc2-c2ccccc2)c(=O)[nH]1,60
COC(=O)c1cc(=O)n2ccccc2c1C#N,56
COc1ccc(C(CNC(=O)C(=O)Nc2cc(C)ccc2C)N2CCN(C)CC2)cc1 (stereo unspecified),62
CC(=O)O[C@H]1CC[C@@]2(C)C(C[C@@H](OC(C)=O)[C@]3(C)C2CC[C@@]2(C)[C@H](c4ccoc4)OC(=O)[C@H]4O[C@]423)C1(C)C (stereo partly specified),60
Cc1cc(O)c2c(c1)C(=O)c1cc(O)cc(O)c1C2=O,49
Cc1nc2sc(C)c(C)n2c(=O)c1NC(=O)c1ccccc1Cl,64
CCc1nc(NC(=O)c2cccc(Br)c2)sc1C(=O)OC,68
Cc1ccc(-n2ncc3c(=O)[nH]c(-n4nc(C)cc4NC(=O)COc4ccccc4F)nc32)cc1,62
COc1nc(C)cc(C)c1C(N)=O,55
O=C(NCc1ccccc1F)C(=O)NCC1OCCCN1S(=O)(=O)c1ccc2c(c1)OCCO2 (stereo unspecified),60
CCSc1ccc(CC(=O)Nc2ccc(-c3nc4ccccc4[nH]3)cc2)cc1,86

Remaining list, next part:
SMILES	RMI-FANCM inh
COC(=O)C(O)(NC(=O)NC(C)=O)C(F)(F)F (stereo unspecified)	55
O=C(Nc1nc2cc([N+](=O)[O-])ccc2s1)c1ccc(S(=O)(=O)N2CCCCCC2)cc1	67
O=C(Nc1nc(-c2ccc3ccccc3c2)cs1)c1cccc([N+](=O)[O-])c1	43
COc1ccc(N2CC(CNC(=O)Nc3c(F)cccc3F)CC2=O)cc1 (stereo unspecified)	52
Cc1ccc(S(=O)(=O)N2CN(Cc3cccs3)c3nc4ccccc4nc32)cc1C	70
COc1ccc(Cl)cc1-n1c(N)c(C(=O)NCC2CCCO2)sc1=S (stereo unspecified)	66
CC(=O)c1ccc(OCc2cc(F)cc(F)c2)cc1	48
Cc1ccc(C)n1-c1sccc1C(=O)NN	63
Cc1cc(NC(=O)CSc2ncc(-c3ccccc3)n2C)no1	56
O=S(=O)(Nc1ccccc1SCc1ccc2nonc2c1)c1cccs1	58
CC(C)[C@@H]1NC(=O)[C@H](CCCCN)NC(=O)[C@@H](Cc2c[nH]c3ccccc23)NC(=O)[C@H](Cc2ccc(O)cc2)NC(=O)[C@H](C)N(C)C(=O)[C@H](Cc2ccccc2)NC1=O	54
O=C(NCc1ccccc1F)C(=O)Nc1ccc2c(c1)OCO2	55
Cc1ccc(-c2csc3ncnc(SCc4c(C)noc4C)c23)cc1C	76
C=CCSCC1Nc2cc(Cl)c(S(N)(=O)=O)cc2S(=O)(=O)N1 (stereo unspecified)	65&61
CCN(Cc1ccccc1)C(=O)CCN1C(=O)/C(=C\c2ccco2)SC1=S	22*
O=C(NCCn1ncc2c(=O)n(Cc3cccc(Cl)c3)cnc21)c1ccc(F)c(F)c1	65
COc1ccc(S(=O)(=O)Nc2ccc3c(c2)CN(C(=O)C(C)C)CC3)c(C)c1	74
CC(C)C(=O)Nc1ccc(SCC(=O)OCc2ccccc2)nn1	69
CCc1c2c(nc3sc(C(=O)Nc4ccccc4F)c(N)c13)CC(C)(C)CC2=O	102
O=C(CS(=O)(=O)c1ccc(Cl)s1)Nc1ccc(Oc2ccccc2)cc1	73
COc1cccc(S(=O)(=O)NCc2ccc(C(=O)N3CCN(c4ccccc4)CC3)cc2)c1	66
COc1ccc(NC(=O)Nc2nc(CCC(=O)O)cs2)cc1	66
COc1ccc(OC)c(S(=O)(=O)NCCc2ccc(N(C)C)cc2)c1	72
CCNc1nn(CC(=O)Nc2ccc(F)c(Cl)c2)c(N)c1-c1nc(-c2ccccc2C)no1	75
C=CCNC(=S)NNC(=O)c1ccncc1	54&58
COc1ccccc1CCNC(=O)c1csc(Nc2ccccc2)n1	62
CCOC(=O)c1cnc2cc(C(F)(F)F)ccc2c1Nc1ccc(N(C)C)cc1	57
CC1CCN(c2nc(-c3ccccc3)c3cc(Cl)ccc3n2)CC1	58
COc1ccccc1N1CCN(C(=O)Cc2c(C)nc(SCc3ccccc3)[nH]c2=O)CC1	60
Cc1cc(C(=O)N(CCCN(C)C)c2nc3ccc(F)cc3s2)on1	76
CC(=O)/C(=N/OCc1ccc(C#N)cc1)c1ccc2c(c1)OCO2	52
COc1ccc(S(=O)(=O)Nc2cccc(-c3ccc4nncn4n3)c2)cc1	65
CC1CCN(c2nc(-c3ccc(C(C)C)cc3)c3c(N)[nH]nc3n2)CC1	56
O=C(Nc1ccc2c(c1)OCCO2)c1ccc2nccnc2c1	52
Fc1ccc2c(c1)-c1c(cnc3ccc(Cl)cc13)CO2	62
CC(=O)c1cccc(NC(=O)c2ccc(CNS(=O)(=O)c3ccc(C(C)(C)C)cc3)cc2)c1	77
O=S(=O)(NCc1cccnc1)c1cc(Br)ccc1Br	59
Cc1nc(SCc2ccc(F)cc2)[nH]c(=O)c1CC(=O)Nc1ccc(C(N)=O)cc1	62
Cn1c(=O)[nH]c(=O)c2c1nc(CN1CCN(c3cccc(Cl)c3)CC1)n2CCCc1ccccc1	54
COC(=O)c1sc2ccccc2c1NC(=O)c1c(F)cccc1F	64
CCc1ccc(N2C(=O)C3N=NN(c4cc(C)cc(C)c4)C3C2=O)cc1 (stereo unspecified)	64
CCOc1cc(C)c(Cl)cc1S(=O)(=O)NCC1CCCO1 (stereo unspecified)	58
CCOC(=O)c1c(NC(=O)c2ccc(OC)c(OC)c2)sc(C)c1C	83
Cn1c(SCc2cc(=O)[nH]c(C(C)(C)C)n2)nnc1C(F)(F)F	60
Cc1nc(-c2ccccc2)sc1C(=O)NCCOc1ccc(-c2cccs2)nn1	53
CCOC(=O)C1CCN(S(=O)(=O)c2cccs2)CC1	60
CCC(C(=O)N1CCC(c2nnc(C(C)C)o2)CC1)c1ccccc1 (stereo unspecified)	59
Cc1ccc(C)c(C(=O)Nc2ccc3c(c2)CN(S(=O)(=O)c2ccccc2)CC3)c1	65
Cc1nnc(SCC(=O)NC2CCCCC2)[nH]c1=O	53
Cc1ccc(N2C(=O)C3N=NN(CC(=O)Nc4ccccc4)C3C2=O)cc1C (stereo unspecified)	56
Cn1ccnc1SCC(=O)c1ccc(F)c(F)c1	51
c1ccc(CN2CCC(Nc3ncnc4cc(-c5ccccc5)sc34)CC2)cc1	63
Cc1cccc(NC(=S)N2CCOC2c2ccsc2)c1 (stereo unspecified)	59

Bioassay records: PubChem, Small Molecule Screening Facility, UW Madison
